KDM5B inh: KDM5B demethylase inhibition; 2.6% of 220,000 active; AID 1347165; Q9UGL1; KDM5B demethylase, FDH-coupled NADH fluorescence (FDH is formaldehyde dehydrogenase); Potency, µM (doses to about 57.7 µM), without a hit: at the highest dose activity change, negative = inhibition, usual class: inhibitors; active means well fitted inhibition curve with a large enough effect; inconclusive means small, poorly fitted or top-dose-only effect; inactive means no such curve, though single readings can be large or run the other way; further: 0% is about no effect; nearly all actives have a fitted effect of over 70% in size
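Measured: NADH fluorescence change, 30 min, RT. System: KDM5BΔAP 200 nM final, H3K4me3 peptide, α-KG, Fe(II), ascorbate, NAD⁺ plus FDH, pH 7.5 HEPES. Compounds: titrated, 10 min pre-incubation with enzyme.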
* marks the source's active call; other numbers are inactive results; ? = inconclusive; & = joins results of further samples; [ ] = remark or other dose. Potency means the concentration at half of the fitted maximal effect. A portion of the library; the hit share may differ from the screen's.

compound,KDM5B inh
CCOC(=O)c1cnc2c(Cl)cc(Cl)cc2c1Nc1cc(C(=O)O)ccc1C,-7.6%
CC(C)NC(=O)CSc1nnc(-c2ccc3ncccc3c2)n1C,44.7%
O=C(NCc1ccc(Cl)cc1)C(=O)Nc1cccc(Br)c1,-15.4%
O=C(N/N=C\c1ccc(Cl)s1)C1COc2ccccc2O1 (stereo not drawn),10.1%
CCOc1ccc(Oc2ccc(Cl)cc2NC(=O)Cn2c(=O)c3c(ncn3C)n(C)c2=O)cc1,15.8%
Cc1ccc(Cn2c3ccccc3c3cnn(CC(=O)Nc4cc(Cl)ccc4C)c(=O)c32)cc1,-12.0%
CCCOC(=O)c1cccc(NC(=O)CSc2nnc3cc(C)c4ccccc4n23)c1,-22.5%
O=C1CCN(C(=O)[C@@H](Cc2ccccc2)NC(=O)C2CCCCC2)CCOCCN1,-17.9%
CCCCOc1ccc(S(=O)(=O)c2ccc(OCCCC)cc2)cc1,-5.2%
CCCN1CCC(C(=O)O)CC1,18.3%
COC(=O)c1cc(NS(=O)(=O)c2cc(Br)cc3c2N(C(C)=O)CC3)cc(C(=O)OC)c1,-28.1%
O=C(Nc1cc(F)cc(F)c1)C1CCN(C(=O)c2ncn3c2COC(c2ccc(F)cc2)C3)CC1 (stereo not drawn),-2.8%
O=C(/C=C/c1ccccc1)Oc1cccc2cccnc12,?
O=C(CN1CCOCC1)N1CCC2(CC1)CN(C1CCC1)CC2CO (stereo not drawn),-31.3%
O=C(Cn1c(=O)ccc2cc(S(=O)(=O)N3CCCC3)ccc21)NCc1ccc(F)cc1,?
Cc1ccc(C2=NN(CC(=O)NCCC(C)C)C(=O)CC2)cc1,?
COc1ccc(-c2c(C)nc(N)nc2-c2ccc(OCc3ccccc3)cc2O)cc1,-3.1%
O=C(CSC12CC3CC(CC(C3)C1)C2)NCCc1ccc(F)cc1,-5.4%
COCCn1c(C)c(C)c(S(=O)(=O)c2ccc(F)cc2)c1NC(=O)C1CCCO1 (stereo not drawn),1.4%
O=C(Nc1ccccc1Cl)NC1(C(=O)NCc2ccncc2)CCCCC1,-0.3%
Cc1c(Cl)cccc1NC(=O)CSc1nnc2[nH]c(=O)c(C(C)(C)C)nn12,0.0%
O=C(Cn1ncc(N2CCNCC2)cc1=O)NCCc1ccc(F)cc1,-9.0%
CC(=O)c1cccc(NC(=O)CN2CCN(CCc3ccccc3)CC2)c1,-9.4%
c1ccc(-c2noc(-c3ccco3)n2)cc1,6.5%
CCNC(=O)NC(=O)COc1ccc2ccc(=O)oc2c1,186.1%[activator]
CCOc1ccc(S(=O)(=O)N(CC)CC(=O)NCc2ccccn2)cc1C,29.2%
C[C@]1(CO)[C@H]2Cc3sc(NC(=O)c4ccco4)nc3[C@@H](CC(=O)NCc3ccccc3)[C@]2(C)CC[C@H]1O,-18.1%
O=C(CCC1CCN(S(=O)(=O)c2ccccc2)CC1)NCc1cccs1,18.7%
COc1ccc(C(=O)C(C(=O)C(F)(F)F)C23CC4CC(CC(C4)C2)C3)cc1OC (stereo not drawn),16.8%
Cc1oc(-c2ccccc2)nc1CC(=O)Nc1ccc(Br)cc1F,2.7%
O=C(Nc1ccc2c(c1)OCCO2)c1c[nH]c(=O)n(-c2ccc(F)c(Cl)c2)c1=O,-17.0%
O=C1NC(=NC2CCCC2)C2(CCN([S+](=O)([O-])c3cccc(C(F)(F)F)c3)CC2)N1c1cccnc1,23.3%[115 µM]
O=C(N[C@H]1[C@H](O)[C@H](O)C[C@@H]1c1ccncc1)c1ccccn1,-20.7%[86.2 µM]
Cc1ccc(C(=O)N2CCC3(CC2)CN[S+](=O)([O-])c2ccccc2N3)cc1,-10.9%
Cc1nc([N+](=O)[O-])cn1CC(O)c1ccc(F)cc1 (stereo not drawn),35.1%
O=C(NCCc1ccc(Cl)cc1)c1ccc(CS(=O)(=O)Cc2ccc(Cl)cc2)o1,?
CCC(NC(=O)c1cncc(Br)c1)c1ccccc1 (stereo not drawn),7.3%
O=C(/C=C/c1ccc(Cl)cc1)c1ccc(N2CCOCC2)cc1,7.0%
O=C(c1cnco1)N1CC(F)(F)C[C@H]1c1nc(-c2ccccc2)no1,-19.2%
O=C1CC(c2noc(-c3cc(F)ccc3Cl)n2)CN1c1ccc(F)cc1 (stereo not drawn),-17.4%
O=C(Cn1c(NCc2ccccc2)nc2ccccc21)N1CCCCC1,-16.6%
Cc1nc([C@H]2CCN(Cc3cc(F)c(F)cc3F)C[C@H]2NC(=O)C2CC2)n[nH]1,16.8%
CSc1ccc(CCNC(=O)CCCn2nc(C)c3sc4ccccc4c3c2=O)cc1,?
O=C(c1ccco1)N1CCC[C@H](n2c(=O)n(CC3CC3)c3cccnc32)C1,18.3%
Cc1ccccc1-c1ccc(=O)n(CC(=O)Nc2ccc(-n3cnnn3)cc2)n1,?
O=C(NCc1cccs1)C1CCc2sc(C(=O)N3CCCCCC3)cc2C1 (stereo not drawn),-12.4%
Cc1ccc(/C=C/c2ccc3cc(C)ccc3n2)cc1,-0.2%
O=C(O)c1cccc(NC(=S)N/N=C/c2ccc([N+](=O)[O-])cc2)c1,-25.4%
CCc1ccc(NC(=O)CSc2nc(=O)n(Cc3ccco3)c3c2CCC3)cc1,?
O=C(c1ccncc1)N1CCC(Cc2noc(C3CC3)n2)C1 (stereo not drawn),-21.2%
CCCCn1c(=O)[nH]c(=O)c2c1nc(-c1ccccn1)n2CCC,-6.7%
COc1ccccc1C(=O)N1CCC(OC2CCN(S(C)(=O)=O)CC2)CC1,4.0%
Cn1ccc(NC(=O)CCc2nnc(-c3ccccc3)o2)n1,3.7%
Fc1ccc(CNCCN2CCCC2)cc1F,2.3%
N#Cc1cccc(C(=O)N2CCC3(CC2)NC(=O)N(Cc2cccc(Cl)c2)C3=O)c1,-15.7%
CN(C(=O)Cn1nnc(-c2ccc(S(C)(=O)=O)cc2)n1)c1ccccc1,11.2%

Next part
compound,KDM5B inh
CCc1cccc(C)c1NC(=O)c1nn(CC)c(=O)c2ccccc12,10.4%
CSCc1ccc(C(=O)N2CCCC(c3nccn3CC3CC3)C2)o1 (stereo not drawn),-18.8%
COc1ccc(C(=O)N2CCC[C@H]2c2nc(-c3ccc(OC)c(OC)c3)no2)c(OC)c1,-0.1%
O=C(c1cccc(OC(F)(F)F)c1)N1CC2CC(C1)[C@H]1CCCC(=O)N1C2 (stereo partly drawn),21.8%
CC1(COc2ccccc2)COc2ccc(C(=O)NCCc3ccccn3)cc2N1 (stereo not drawn),31.6µM*
C#CCNC(=O)c1nc(-c2ccc(Cl)cc2)c2cnccn12,39.8µM*
O=C(Cn1nc2c(cc1=O)CCCCC2)NCCc1ccc(O)cc1,-17.3%
CSCc1ccc(C(=O)NCc2coc(-c3cccs3)n2)cc1,-25.7%
Cc1ccc(CSc2nc3cccnc3n2Cc2ccc(C(=O)NCCc3cccs3)cc2)cc1,?
CCN1c2cc(C(=O)NCc3cccc(F)c3)ccc2C(=O)N2CCCCC21 (stereo not drawn),?
Cc1nc(CNCc2cccc(NC(=O)c3cccc(F)c3)c2)cs1,-2.9%
CCS(=O)(=O)c1ccc2oc([C@H]3CCN(C4CCCCC4)C3)nc2c1,?
Cc1oc(-c2nc(C#N)c(NC(C)C)o2)cc1S(=O)(=O)N(C)C,?
CC1=C(c2ccc(C)c(C)c2)S(=O)(=O)N=C1N1CCC(C(=O)N2CCCCC2)CC1,-16.4%
Cc1ccc(CN2CCOC[C@H]2c2nc(C(C)(C)C)co2)cc1,5.6%[86.2 µM]
Cc1cc(CN2CCC([C@@H]3CNC[C@H]3CO)CC2)n(C)n1,?
CN(Cc1c(F)cccc1Cl)C(=O)CCNC(=O)Nc1ccccc1,3.9%
Cc1ccc(C2CC(=O)N(CCCCCC(=O)O)C(=O)C2)cc1,-15.3%
Cc1cc(NC(=O)CCNS(=O)(=O)c2ccc3c(c2)CCCC(=O)N3)ccc1Br,-16.4%
Cc1cc(NC(=O)c2ccco2)cc(-c2nc3cc(Cl)ccc3o2)c1O,-10.6%
CN1Cc2ncnc(NCCCO)c2CN(c2ccccc2)C1=O,?
COc1ccccc1C(=O)Nc1ccccc1OCc1cc(=O)n2c(C)csc2n1,-16.0%
O=C(O)COc1ccc(/C=C2/NC(=O)NC2=O)cc1I,-6.4%
Cc1nc2cc(-c3ccccc3)nn2c(C)c1CCC(=O)N1CCN(c2ccccc2)CC1,?
CC1=C(c2ccc(C(C)C)cc2)S(=O)(=O)NC1=NCc1ccccc1Br,?
CN1CCN(CC(=O)NN(Cc2ccccc2)c2ccccc2)CC1,?
CN(C(=O)c1ccc(C2SCCS2)cc1)C1CCCc2ccccc21 (stereo not drawn),1.7%
Cn1cc(/C=C/C(=O)c2ccccc2)c2ccccc21,-22.6%
O=C(Nc1c(NCc2ccccc2)c2ccccc2oc1=O)c1ccccc1Cl,19.5%
COc1ccc(NC(=O)N(C)Cc2cccc(C(F)(F)F)c2)cc1,-1.2%[86.2 µM]
O=C(NCCc1ccccc1)C1CCCN(c2ccc3nnc(C(F)(F)F)n3n2)C1 (stereo not drawn),-9.7%
Cc1cc2oc(C(=O)Nc3ccc(S(=O)(=O)N4CCCC(C)C4)cc3)cc(=O)c2cc1C (stereo not drawn),10.6%

With a hit mark in KDM5B inh, of those listed so far:
compound,KDM5B inh
CC1(COc2ccccc2)COc2ccc(C(=O)NCCc3ccccn3)cc2N1 (stereo not drawn),31.6µM*
C#CCNC(=O)c1nc(-c2ccc(Cl)cc2)c2cnccn12,39.8µM*

The main list resumes with the 7 entries that preceded the break.
compound,KDM5B inh
CN1CCN(CC(=O)NN(Cc2ccccc2)c2ccccc2)CC1,?
CN(C(=O)c1ccc(C2SCCS2)cc1)C1CCCc2ccccc21 (stereo not drawn),1.7%
Cn1cc(/C=C/C(=O)c2ccccc2)c2ccccc21,-22.6%
O=C(Nc1c(NCc2ccccc2)c2ccccc2oc1=O)c1ccccc1Cl,19.5%
COc1ccc(NC(=O)N(C)Cc2cccc(C(F)(F)F)c2)cc1,-1.2%[86.2 µM]
O=C(NCCc1ccccc1)C1CCCN(c2ccc3nnc(C(F)(F)F)n3n2)C1 (stereo not drawn),-9.7%
Cc1cc2oc(C(=O)Nc3ccc(S(=O)(=O)N4CCCC(C)C4)cc3)cc(=O)c2cc1C (stereo not drawn),10.6%
COc1ccc(-n2nc(C3CCCN(C(=O)Cc4cccc(Cl)c4)C3)[nH]c2=O)cc1 (stereo not drawn),-38.1%
Cc1cccc(-c2ncc3c(n2)OCCN(c2cccc(C(F)(F)F)c2)C3=O)c1,4.5%[86.2 µM]
COc1ccc(-c2cc(C(F)(F)F)nc(S(=O)(=O)CCCC(=O)Nc3cccc(O)c3)n2)cc1OC,?
CN1CCN(C(C(=O)O)c2c[nH]c3cc(Br)ccc23)CC1 (stereo not drawn),8.9%
CN(C)CCSc1nc(-c2ccccc2)nc2c1CCCC2,-1.3%
O=C(C1CCCC1)N1CCC(C(=O)N2CCCC2c2ccccn2)CC1 (stereo not drawn),-12.6%
CC(C)C1=NOC2(CCN([S+](=O)([O-])c3cccc(C(F)(F)F)c3)C2)C1 (stereo not drawn),22.4%[115 µM]
CC1Oc2ccc(NC(=O)Cc3ccc(F)cc3)cc2CN(Cc2ccc(Cl)cc2)C1=O (stereo not drawn),16.6%
COc1ccc(NS(=O)(=O)c2cn(C)nc2C)cc1,4.0%
COc1ccccc1-c1nc2c(c(SCC(=O)Nc3ccc(C)c(C)c3)n1)Cc1c(CO)cnc(C)c1O2,?
Cc1noc(C)c1[S+](=O)([O-])N1CCC2(C1)C(=O)N(CCc1ccccc1)c1ccccc12 (stereo not drawn),17.9%&6.2%
CCc1nc2c(c(-c3ccc(O)cc3)n1)CN(Cc1ccccc1)CC2,-17.7%[86.2 µM]
CCCS(=O)(=O)N1CCC(N2CCN(Cc3ccc(F)cc3)C(=O)C2=O)CC1,-0.8%
COC(=O)c1cccc(NC(=O)Nc2cc(-c3nc4ccccc4o3)ccc2OC)c1,-19.5%
O=C1NCCOCCN(C(=O)Nc2ccccc2)[C@@H]2CCCC[C@H]12,?
CCOC(=O)c1cc(S(=O)(=O)N2CCN(c3cc(C)ccc3C)CC2)[nH]n1,?
Cc1nc(SC(C)c2ccc(Cl)cc2)sc1CC(N)=O (stereo not drawn),-25.3%
Cc1ccc(OCc2nc(C3CN(C(=O)Cc4ccccc4F)C3)no2)cc1,-23.4%
CCN(CC)S(=O)(=O)c1cccc(NC(=S)Nc2cc(C)ccc2C)c1,3.6%
CCCCN1C(=O)N(c2ccc(Cl)cc2)C(C)(O)CC1(C)C (stereo not drawn),8.6%
O=C(CCc1c[nH]c2ccccc12)NCc1ccncc1,-5.4%
Cc1ccc(SC(C)C(=O)NC2CCCC2)c(C)c1 (stereo not drawn),18.7%
O=C(NCCn1cccc1-c1nc(-c2ccccc2)no1)c1ccc(F)c(Cl)c1,?
O=C(NCCCN1CCN(c2ccc(F)cc2)CC1)c1ccc2nc(CCc3ccccc3)oc2c1,-13.5%
COc1ccccc1CC(=O)N[C@@H]1CN(c2ncccn2)C[C@H]1CN(C)C,22.4µM*
O=C(c1ccncc1)N1CCC(CCOc2ccc(F)cc2)C1 (stereo not drawn),?
O=C(NC1CCCC1)C1(c2cccc(C(F)(F)F)c2)CCCC1,10.6%
